MITF TRPM1 inh – inhibitors of MITF-driven TRPM1 promoter in melanoma cells; AID 488899; inhibition, % at 12.5 µM; SK-MEL-5 TRPM1 promoter luciferase, 24 h; hit rate 0.83% among 330,000;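 active = mean inhibition across replicates of 60% or more, whatever share of single replicates reaches that level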; also: values of inactives mirror those of a sister screen read the other way
Granule exo inh – lytic granule exocytosis inhibition; hit rate 0.66% among 360,000; inhibition, % at 10 µM; TALL-104 LAMP-1 surface exposure, flow cytometry; cells stimulated with thapsigargin and PMA;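 active = inhibition above about 55%, limit read from the data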
Vif imaging – inhibitors of HIV Vif; HEK293T cells, Vif self-association by quenched fluorescence, imaging, 24 h; inhibition, % at 7.49 µM; hit rate 0.35% among 340,000; AID 602346; in the data active = inhibition above about 50%, passing the limit was not always enough; also: some results filed as inactive read as strong as hits
hiPSC survival – hiPSC single-cell survival enhancement; hit rate 0.044% among 360,000; AID 602274; survival enhancement, % at 20 µM; ATPlite luminescence; 100% = ROCK inhibitor wells, 0% = DMSO; in the data active = survival enhancement above about 18%;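 also: cells exposed to compounds for 16 hours before the ATP read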
aDG glyco act – increases alpha dystroglycan glycosylation | Pro5-aDG cells, alpha-DG glycosylation AlphaScreen (IIH6); 0% Pro5, 100% B10-LARGE cell signal | activation, % at 10 µM | hit rate 0.22% among 360,000 | AID 624168;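 active = activation of at least 8% versus controls, or a plate z-score of at least 8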;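 also: Pro5 are CHO cells carrying HIG-tagged alpha-DG that lacks glycosylation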
HIF-2a block – blocks HIF-2a reporter activity. 786-0 RCC cells HIF-2a reporter, luciferase luminescence, overnight. inhibition, % at 18.8 µM. hit rate 0.72% among 360,000. AID 624352;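 active = inhibition of the luminescence signal of 40% or more relative to plate controls, in a single-dose primary screen at 18.75 µM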
PDI turbidity – inhibitors of human protein disulfide isomerase. P07237. PDI insulin aggregation turbidity, A650, 90 min. inhibition, % at 10 µM. hit rate 0.052% among 350,000;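 active = mean inhibition across replicates of 30% or more, whatever share of single replicates reach that level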;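 also: absorbance from insulin aggregation driven by PDI reduction with DTT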
Target sequence (P07237 whole entry, looked up): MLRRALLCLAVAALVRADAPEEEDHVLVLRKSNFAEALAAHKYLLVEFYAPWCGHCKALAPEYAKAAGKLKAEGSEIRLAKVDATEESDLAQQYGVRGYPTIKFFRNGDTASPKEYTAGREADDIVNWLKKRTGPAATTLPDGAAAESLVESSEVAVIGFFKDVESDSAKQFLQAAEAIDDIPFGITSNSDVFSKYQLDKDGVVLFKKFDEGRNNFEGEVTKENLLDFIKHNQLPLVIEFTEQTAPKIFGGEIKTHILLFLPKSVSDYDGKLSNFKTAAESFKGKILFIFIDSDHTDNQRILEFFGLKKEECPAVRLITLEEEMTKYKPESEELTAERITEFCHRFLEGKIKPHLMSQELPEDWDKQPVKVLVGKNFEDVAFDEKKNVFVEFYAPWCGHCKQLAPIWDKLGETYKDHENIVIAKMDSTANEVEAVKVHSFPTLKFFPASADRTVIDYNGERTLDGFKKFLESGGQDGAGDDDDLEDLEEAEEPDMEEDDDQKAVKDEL
Peg3 promoter – Peg3 promoter activity inhibition. inhibition, % at 20 µM. HeLa PEG-Prom luciferase reporter, luminescence, overnight. hit rate 1.7% among 360,000. AID 588405;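 active = inhibition of at least 50% at 20 µM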
NR2E3 ag-1 – NR2E3 (human) agonism. Q9Y5X4. GST-NR2E3/biotin-RetCOR TR-FRET, 1536-well. inhibition of corepressor binding, % at 4.78 µM. hit rate 0.12% among 320,000. AID 2300;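 active = percent inhibition above the cutoff of mean plus 3 SD of all tested compounds, set per screening campaign, cut at about 20% in these data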;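 also: 0% = DMSO wells and 100% = biotin wells as full block of FRET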
Target sequence (Q9Y5X4 whole entry, looked up): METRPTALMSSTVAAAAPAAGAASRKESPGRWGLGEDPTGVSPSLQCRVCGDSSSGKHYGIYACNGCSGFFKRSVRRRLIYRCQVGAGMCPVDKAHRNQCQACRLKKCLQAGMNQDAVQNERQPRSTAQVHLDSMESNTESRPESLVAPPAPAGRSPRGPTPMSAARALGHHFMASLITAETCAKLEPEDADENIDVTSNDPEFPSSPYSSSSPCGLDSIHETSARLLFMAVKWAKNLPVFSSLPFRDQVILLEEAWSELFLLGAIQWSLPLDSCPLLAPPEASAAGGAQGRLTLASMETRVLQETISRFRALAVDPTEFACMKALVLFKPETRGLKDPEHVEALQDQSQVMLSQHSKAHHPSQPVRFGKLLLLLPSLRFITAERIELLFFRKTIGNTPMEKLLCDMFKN
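System: GST-tagged NR2E3 plus biotinylated RetCOR corepressor; Buffer or medium: pH 7.5 Tris-based buffer; Probe or stimulus: RetCOR corepressor, biotinylated, 7 nM; Doses: compound at 4.8 µM, single dose; Schedule: 5 h incubation at 4 °C; Technique: time-resolved FRET; Evaluation: percent inhibition of TR-FRET ratio; Replication: one well per compound, singlicate testing.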
NR2E3 ag-2 – agonists of human NR2E3 nuclear receptor | Q9Y5X4 | CHO-S Gal4-NCOR/VP16-NR2E3 two-hybrid, luciferase | inhibition of corepressor binding, % at 3.98 µM | hit rate 0.35% among 360,000 | AID 602229;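 active = inhibition above the mean of all tested compounds plus 3 SD, cut at about 70% in these data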;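 also: 0% = DMSO with NR2E3 transfected cells and 100% = cells lacking NR2E3 construct; higher means lower luciferase signal from less NR2E3 corepressor binding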
CaV13 FRET inh – Primary screen for inhibitors of IQ motif and Ca2+-dependent inactivation inhibitor domain binding in CACNA1D, Förster resonance energy transfer in living cells, …; HEK cells, CFP/YFP FRET ICDI-IQ, plate reader, 10 min; percent FRET-ratio fall versus neutral wells; inhibition, % at 12.3 µM; hit rate 0.098% among 340,000;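 active = mean replicate inhibition of at least 30% and at least 1% of replicates passing that level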;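 also: 0% = median of the neutral control wells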
* = called active by the depositor; · = not tested or not shown. This is a random part of the collection. Share with any hit: about 3.5%.

SMILES	MITF TRPM1 inh	Granule exo inh	Vif imaging	hiPSC survival	aDG glyco act	HIF-2a block	PDI turbidity	Peg3 promoter	NR2E3 ag-1	NR2E3 ag-2	CaV13 FRET inh
CC(C)NC(=O)c1onc(CSc2ccccc2)c1C(=O)O	1	0	-3	-2.6	0.0	-1	7	-10	3	25	-4
NC(=O)C1CCN(C(=O)/C=C/c2cc(Br)ccc2F)CC1	-7	-1	-6	0.7	0.1	-2	-2	-37	-3	-24	5
CCOC(=O)C1=C(COC(=O)c2cc(S(=O)(=O)N3CCOCC3)ccc2F)NC(=O)NC1C (stereo unspecified)	-7	-3	1	1.6	0.1	14	12	2	·	-23	-6
CCOC(=O)c1ccc(N=NN(C)C)cc1	-92	4	-3	1.2	0.1	-185	-2	-194	2	-72	-21
O=C(c1ccco1)N1CCN(C(=O)c2cccn3c(=O)c4c5c(sc4nc23)CCCC5)CC1	2	-3	-2	-0.3	0.1	-21	1	4	·	-25	-10
CCOC(=O)c1c(NC(=O)COC(=O)c2cc(OC)c(OC)cc2[N+](=O)[O-])sc(C)c1CC	-2	3	-8	-0.7	-0.1	11	-8	11	7	-5	-3
COc1ccc(OC)c(/C=N/NC(=O)c2cc[n+](CC(=O)c3ccccc3)cc2)c1	2	-3	-8	6.2	-0.2	4	24	6	4	-5	-6
COc1ccc(-n2cc(CNCCc3ncc(C)[nH]3)c(-c3ccccc3Cl)n2)cc1	1	1	2	-1.0	0.0	2	4	-3	4	-20	-7
Cc1ccc(N/C(N)=N/c2nc(CSc3nnc(N)s3)cc(=O)[nH]2)cc1	1	-7	-3	-0.3	0.0	9	-4	12	-5	-49	-9
CCCn1c(SCC(=O)NC2CCCCC2)nnc1-c1cccnc1	-10	-3	4	-0.4	0.1	13	11	22	2	-33	-4
O=C(CCc1nc2ccccc2c(=O)[nH]1)OCC(=O)N1CCN(S(=O)(=O)c2ccccc2)CC1	-3	0	·	4.0	0.0	-5	19	5	2	0	·
Cc1cc(OCC(=O)Nc2cnn(CCCC(=O)O)c2)ccc1[N+](=O)[O-]	-9	0	-4	-0.7	-0.2	13	-5	-11	-1	15	-6
O=[N+]([O-])c1ccc(Cl)c(S(=O)(=O)/N=C(/Nc2cccnc2)c2ccccc2)c1	-1	1	-5	1.1	0.3	6	-12	-8	·	-20	-11
Cc1ccccc1C(=O)Nc1cccc(NC(=O)Cn2cnc3c(=O)n(C)c(=O)n(C)c32)c1	3	-3	1	-2.1	-0.2	-9	5	21	-5	6	-10
CCc1nc2ccc(C(=O)Nc3ccc4c(c3)OCC(=O)N4)cn2c1N(CC)CCOC	·	4	13	-0.9	-0.1	-2	3	0	·	-17	-5
CSc1ccccc1NC(=O)Cc1ccccc1[N+](=O)[O-]	1	-1	-13	1.7	0.0	-3	4	-3	4	-1	-6
O=C(CN(c1ccccc1)S(=O)(=O)c1ccc(F)cc1)NCc1cccs1	-4	12	-4	-0.3	0.2	11	-6	8	-1	-23	-3
Cc1ccnc(NC(=O)CCC(=O)N(CC(=O)NC2CCCCC2)CC2CCCO2)c1 (stereo unspecified)	6	-2	-3	-1.7	0.2	8	-2	-6	0	-12	-4
CN(CC(=O)NC1CCCCC1)S(=O)(=O)c1ccc(Br)s1	9	0	-1	-2.9	-0.2	8	-2	10	0	-1	·
Cc1cc(C)n(-c2cc(N3CCN(C(=O)c4ccccc4C)CC3)ccc2[N+](=O)[O-])n1	2	2	·	2.9	-0.2	9	-13	13	-4	-13	·
CC(C)(C)n1nc2c(c1NC(=O)c1ccc([N+](=O)[O-])cc1)CS(=O)(=O)C2	-3	-7	-5	-0.6	-0.1	13	-2	-16	2	18	-3
CCOc1cc(N2CCOCC2)c(OCC)cc1NCC(=O)N1CCN(Cc2ccccc2)CC1	4	9	3	1.6	0.2	15	-1	11	-2	-6	-5
O=C(Nc1ccccc1C(=O)N1CCCCCC1)c1ccccc1	7	-7	71*	1.0	-0.2	19	-2	25	3	5	-20
COc1cccc(OCC(O)CO)c1 (stereo unspecified)	-2	-4	22	0.2	-0.2	11	1	4	-3	0	-4
CC(=O)c1ccc(NC(=O)CCc2nnc3ccc(N4CCCC4)nn23)cc1	-37	2	2	0.0	0.3	-160	-8	-184	-3	-89	-16
CCCCn1c(N)c(N(CCOC)C(=O)COC(=O)COc2cc(C)c(Cl)cc2C(C)C)c(=O)[nH]c1=O	-1	8	·	0.0	0.0	20	6	0	1	-3	-4
C/C(=N\Nc1nc2ccccc2s1)c1ccc2c(c1)OCO2	-26	0	0	0.5	-0.2	-244	-7	-272	-2	-124	-6
COc1ccc2c(c1OC)C(=O)N1C2SC[C@H]1C(=O)NCCC(C)C (stereo partly specified)	·	4	-12	-0.3	0.0	22	6	4	-1	-10	-1
CCN(CC)C(=O)C1CCCN(Cc2cccc(Oc3ccccc3)c2)C1 (stereo unspecified)	1	68*	4	1.4	-0.1	-4	3	5	2	-3	6
NC(=O)c1ccccc1NC(=O)CSC1=NCCS1	-5	0	4	-0.4	0.4	-20	-3	-16	0	-11	-5
Cc1[nH]nc(SCC(=O)NCCc2ccccc2)c1[N+](=O)[O-]	-11	-5	-2	-0.7	0.0	16	11	7	1	0	-4
O=C(NCc1ccco1)C(c1ccccc1)N(C(=O)Cc1cccs1)c1ccccc1F (stereo unspecified)	5	1	-3	-2.8	-0.3	12	-6	50	-1	7	-4
O=C(NCc1ccccc1F)C1CCC(=O)N(Cc2ccc(Cl)cc2)C1 (stereo unspecified)	-1	-4	-4	-0.5	-0.1	4	9	-5	1	10	-2
ON=C1c2ccccc2-c2ccc(Br)cc21	3	-3	-2	0.3	0.0	-96	-39	-109	·	-38	-10
O=C1CN(C(=O)Cn2ncc(Cl)c(Cl)c2=O)c2ccccc2N1	93*	2	4	-1.3	-0.3	96*	0	103*	·	30	-4
Cc1cc(NC(=O)c2ccc3c(c2)C(=O)N(C)C3=O)no1	2	-1	7	-0.7	-0.1	2	-1	2	2	-8	-5
CC(C)CNc1nc(N)c([N+](=O)[O-])c(NCc2ccccc2)n1	7	-21	-6	0.2	-0.1	19	6	31	2	7	-2
CN1CCc2c(n(CC(O)CNCc3ccccc3)c3ccccc23)C1=O (stereo unspecified)	2	14	0	0.7	1.0	15	-3	6	2	-15	-4
Nn1c(SCc2ccc(Br)cc2)nnc1-c1cccnc1	2	-1	-8	-0.4	0.0	0	-9	14	-3	-9	-1
COc1ccc2nc(NC(=O)C3CCCO3)sc2c1 (stereo unspecified)	-43	-4	-5	0.2	-0.3	-244	0	-252	-1	-112	9

Five entries already listed, arranged by the value under Granule exo inh, falling:
Compound	Granule exo inh
O=C1CN(C(=O)Cn2ncc(Cl)c(Cl)c2=O)c2ccccc2N1	2
Cc1cc(NC(=O)c2ccc3c(c2)C(=O)N(C)C3=O)no1	-1
ON=C1c2ccccc2-c2ccc(Br)cc21	-3
O=C(NCc1ccccc1F)C1CCC(=O)N(Cc2ccc(Cl)cc2)C1 (stereo unspecified)	-4
Cc1[nH]nc(SCC(=O)NCCc2ccccc2)c1[N+](=O)[O-]	-5

Back to the main list with the two entries that preceded the break.
SMILES	MITF TRPM1 inh	Granule exo inh	Vif imaging	hiPSC survival	aDG glyco act	HIF-2a block	PDI turbidity	Peg3 promoter	NR2E3 ag-1	NR2E3 ag-2	CaV13 FRET inh
Nn1c(SCc2ccc(Br)cc2)nnc1-c1cccnc1	2	-1	-8	-0.4	0.0	0	-9	14	-3	-9	-1
COc1ccc2nc(NC(=O)C3CCCO3)sc2c1 (stereo unspecified)	-43	-4	-5	0.2	-0.3	-244	0	-252	-1	-112	9
Cc1cccc(-n2ncc3c2CCCC3NC(=O)c2ccc[n+]([O-])c2)c1C (stereo unspecified)	26	-2	-5	0.3	-0.3	6	3	2	3	-27	-5
CCCCOC(=O)Nc1nnc(-c2ccccc2OC)s1	7	0	-10	0.6	-0.1	5	-3	-7	2	-7	·
Cc1ccc(Cl)cc1NC(=O)CCC(=O)O	-3	-3	-11	-0.6	-0.2	6	-1	12	6	11	-5
CCC(CC)c1nc(C#N)c(NC(C)c2ccccc2)o1 (stereo unspecified)	-4	-4	1	-0.9	0.0	10	5	18	0	5	0
CC1(C(=O)NS(=O)(=O)c2cccc(F)c2)CCN1C(=O)c1ccccc1 (stereo unspecified)	·	-4	-3	0.5	-0.3	-1	8	1	·	-38	-18
O=C(N/N=C/c1ccc(OC(=O)c2ccccc2)cc1)c1ccc(CN2CCOCC2)cc1	-9	1	-4	-1.1	0.1	-11	-6	-6	-3	-16	7
O=C(CN1CCC(C(O)(c2ccccc2)c2ccccc2)CC1)Nc1ccccc1	6	-3	3	-0.4	0.6	-9	13	21	-6	-9	-7
Cc1cccc(C)c1-n1c(C)nn(CCOc2ccccc2)c1=O	0	8	21	1.9	-0.1	7	-1	11	1	13	6
O=C(CN1C(=O)COc2ccccc21)NCCN1CCCC1	5	-2	-1	1.1	0.0	8	-10	13	-2	-5	-5
COc1ccc(C2CC(c3ccc(Br)cc3)=NN2C(=O)CN2CCCC2)cc1 (stereo unspecified)	-3	23	1	-0.1	0.2	-3	-67	-15	0	-25	-14
c1ccc(Cc2nnc3sc(-c4ccco4)nn23)cc1	-9	-2	9	-1.4	-0.2	-10	·	-11	-2	-11	-2
CCCS(=O)(=O)NC(=O)C1(C)CCN(C(=O)c2ccccc2C(F)(F)F)C1 (stereo unspecified)	·	0	·	-2.2	-0.1	-2	2	11	·	-15	·
Cc1ccc2c(NC(=O)c3ccc(Br)o3)cccc2n1	-10	-1	4	-0.4	0.1	-34	-9	-10	3	-5	-6
CC(=O)Nc1ccc(S(=O)(=O)NCCC(=O)OCC(=O)NNC(=O)c2ccccc2)cc1	7	-6	-10	-0.3	-0.3	3	1	7	0	-3	-6
COc1cccc2c1CCC1=CC(=O)CCC12C (stereo unspecified)	9	21	4	8.4	-0.1	-4	1	-29	·	-5	-7
O=C(NC1CCc2ccccc21)c1cc(COc2c(F)cccc2F)on1 (stereo unspecified)	-9	3	-4	-0.2	0.2	-106	3	-13	2	-28	8
CC12CCC(=O)N1C(C(=O)NCCc1ccccc1)CS2 (stereo unspecified)	-17	2	0	-0.7	-0.2	-44	-8	-18	·	-8	-9
COc1ccc2oc(C(=O)OCC(=O)NC(=O)c3ccccc3)c(C)c2c1	-9	-1	5	0.2	0.2	-1	-1	-9	0	-28	-11
CC(C(=O)N1CCOCC1)(c1ccccc1)c1ccccc1	7	4	-2	-1.3	-0.1	-2	-3	5	7	-9	-4
CC(C)CN(C(=O)COC(=O)c1ccccn1)c1c(N)n(Cc2ccccc2)c(=O)[nH]c1=O	3	-4	13	-0.4	-0.1	14	-3	-8	1	-13	-2
Cc1c(NS(=O)(=O)c2cc(C(=O)NCc3cccnc3)ccc2Cl)c(=O)n(-c2ccccc2)n1C	8	5	0	-0.3	0.0	12	7	1	·	-31	-10
